MrgX1 agonist: human MrgX1 receptor agonism, primary screen | Q96LB2 | MrgX1-HEK293 cells, Fluo-4 calcium fluorescence, agonist mode; active compounds read high | B-score at 10 µM | 310,000 tested, 0.44% active | AID 588627;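 active = calcium response B-score plate-corrected fluorescence ratio at least 3 library SD, with starting fluorescence B-score inside 5 SD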
Target sequence (Q96LB2 whole entry, looked up): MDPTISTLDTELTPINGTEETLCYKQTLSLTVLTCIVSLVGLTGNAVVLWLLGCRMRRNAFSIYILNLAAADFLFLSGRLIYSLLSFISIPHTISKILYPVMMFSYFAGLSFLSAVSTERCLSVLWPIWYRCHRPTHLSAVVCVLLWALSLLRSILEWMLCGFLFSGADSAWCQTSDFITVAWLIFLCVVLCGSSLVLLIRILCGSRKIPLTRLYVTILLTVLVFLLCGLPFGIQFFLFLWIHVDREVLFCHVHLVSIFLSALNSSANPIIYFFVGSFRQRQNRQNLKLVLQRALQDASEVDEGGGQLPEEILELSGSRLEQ
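Material: MrgX1-expressing HEK293 cells; input: 15,000 cells per well; doses: test compound given as first of three sequential additions; schedule: overnight plating before 1 h dye loading; technique: Fluo-4 NW calcium-flux fluorescence, kinetic read; evaluation: baseline-normalised fluorescence change ratio, B-scored; control set: plate-wise positive and negative controls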
SKKanGAS inh: blocks kanamycin growth of S. pyogenes SKKanGAS strain; BacTiter-Glo, 6 h; inhibition, % at 7.5 µM; 300,000 tested, 1.3% active; AID 1662;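 active = mean replicate score, as percent of positive control median, at least 50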;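 note: strain carries kanamycin resistance gene driven by streptokinase promoter and grows in 40 µg/ml kanamycin; loss of luminescence reflects streptokinase promoter inhibition or plain growth inhibition; 0% = median of DMSO wells and 100% = positive control at its reference dose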
TRPC4 inh: TRPC4 (mouse) channel inhibition; 300,000 tested, 0.39% active; HEK293 TRPC4beta/mu-opioid, DAMGO-evoked Fluo4 calcium flux; active compounds read low; B-score at 10 µM;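 active = B-score over 3 SD under the library average, no early fluorescence shift, positive overall ratio signal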
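Assay system: HEK293 cells with stable TRPC4beta plus mu-opioid receptor expression. Dosing: single dose. Measured by: Fluo4 Ca2+ flux fluorescence. Also added: DAMGO in two steps, submaximal then maximal. Read-out: B score from integrated Fluo4 fluorescence ratio.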
MrgX1 allo act: human MrgX1 positive allosteric modulation, primary screen; Q96LB2; MrgX1-HEK293, Fluo-4 calcium flux, FDSS; active compounds read high; B-score at 10 µM; 310,000 tested, 0.63% active; AID 588675;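 active = plate-corrected calcium response at least 3 library SD above typical, normal starting fluorescence, not activating the receptor alone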;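 note: compound read alongside a low EC10 to EC30 dose of BAM8-22 agonist; peak minus trough fluorescence over baseline measured at the second addition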
RGS4 pot: RGS4 potentiation or activation | HEK293 M3R/inducible RGS4, carbachol calcium flux Fluo4; active compounds read low | B-score at 10 µM | 310,000 tested, 0.92% active | AID 463111;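 active = B-score of the integrated calcium signal more than 4 SD below the library mean, with starting fluorescence not abnormally high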;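 note: negative B-score means reduced calcium response which marks RGS4 activation or potentiation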
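System – HEK293 FlpIn-TREx cells, stable M3R, doxycycline-inducible RGS4 · Reagent – ECmax carbachol challenge · Times – compound preincubation 20 min at room temperature before agonist · Technique – Fluo4 fluorescence kinetic imaging of calcium · Measure – B score of integrated Fluo4 ratio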
TRPC6 activator: activates the mouse TRPC6 cation channel; Q61143; 310,000 tested, 0.13% active; B-score at 10 µM; HEK293-TRPC6 membrane potential dye fluorescence; active compounds read high;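 active = B-score of the integrated fluorescence ratio above library mean plus 3 SD, and starting fluorescence ratio within library mean plus 5 SD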;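 note: higher score means more depolarization so channel activation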
Platelet DG rel: platelet dense granule release activity | human platelet-rich plasma, SFLLRN dense granule ATP release, luminescence | 300,000 tested, 0.22% active | inhibition, %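 (compounds screened at 7.5 µM in platelet-rich plasma)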 | AID 1663;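 active = mean replicate score, as percent of positive control, at or above 50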
RGS4 inh: inhibitors of human RGS4; B-score at 10 µM; P49798; 310,000 tested, 0.45% active; HEK293 M3R/RGS4 inducible, Fluo-4 calcium flux; active compounds read high; triggered by carbachol at its EC20;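 active = B-score, a plate-corrected calcium signal, over three deviations above library mean, with baseline fluorescence within five deviations of library mean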;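 note: RGS4 expression induced by doxycycline in cells with stable M3 receptor; B-score is computed from the integrated fluorescence ratio over baseline after carbachol; higher B-score means a larger calcium signal and so more RGS4 inhibition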
Target sequence (P49798 whole entry, looked up): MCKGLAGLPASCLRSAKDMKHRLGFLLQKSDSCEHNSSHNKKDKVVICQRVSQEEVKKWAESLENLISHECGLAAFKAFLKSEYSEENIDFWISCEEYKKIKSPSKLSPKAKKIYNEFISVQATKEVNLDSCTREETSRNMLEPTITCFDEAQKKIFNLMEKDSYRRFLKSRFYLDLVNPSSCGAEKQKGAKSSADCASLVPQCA
HIF act: HIF pathway transcriptional activation | U2OS HRE-luciferase reporter, luminescence; normalized: DMSO 0%, desferrioxamine 100% | activation, % at 7.5 µM (by protocol) | 300,000 tested, 0.32% active;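 active = mean activation of at least 10% of the iron chelator positive control signal, with at least half of replicates also reaching 10%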
TRPC6 inh: inhibitors of mouse TRPC6 channel | 310,000 tested, 1.1% active | HEK293-TRPC6, membrane potential dye, ACh-evoked depolarization; active compounds read low | Q61143 | B-score at 10 µM;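 active = B-score under library mean minus 3 SD, initial fluorescence not abnormally high, positive integrated signal ratio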;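 note: B-score derived from integrated fluorescence ratio over the kinetic read; more negative B-score means stronger inhibition of depolarization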
MrgX1 antagonist: blocks BAM8-22 activation of human MrgX1 receptor; B-score at 10 µM; AID 588676; Q96LB2; 310,000 tested, 1.3% active; MRGX1-HEK293 calcium flux, Fluo-4, BAM8-22 antagonism; active compounds read low;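 active = calcium-response B-score plate-corrected more than 3 library SD below zero, starting fluorescence within 5 deviations, no agonist response on first addition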;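 note: peak minus trough fluorescence over baseline after final BAM8-22 challenge near maximal dose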
* = called active by the depositor; i = inactive; . = not tested or not shown.

SMILES	MrgX1 agonist	SKKanGAS inh	TRPC4 inh	MrgX1 allo act	RGS4 pot	TRPC6 activator	Platelet DG rel	RGS4 inh	HIF act	TRPC6 inh	MrgX1 antagonist
O=C(NCc1ccccc1F)c1ccc(S(=O)(=O)Nc2cccc(C(F)(F)F)c2)cc1	i	13	i	i	i	i	-3	i	0.0	i	i
Nc1cccc(C(=O)Nc2ccco2)c1	i	9	i	i	i	i	3	i	0.4	i	i
CCNC(=O)CSc1nnc(-c2ccc(OC)cc2)n1CC(C)C	i	3	i	i	i	i	5	i	-0.8	i	i
C=CCc1cccc(/C=N/NC(=O)COc2ccc(-n3cnnn3)cc2)c1O	i	-5	i	i	i	i	-1	i	0.1	i	i
CCOc1ccc(-c2nnc(N3CCCCC3)c3ccccc23)cc1	i	1	i	i	i	i	-1	i	-1.3	i	i
COc1ccc(-c2cnc(SCC(=O)Nc3nc(C(C)(C)C)cs3)n2Cc2ccco2)cc1	i	49	i	i	i	i	-1	i	-0.1	i	i
CCC(c1nnnn1Cc1ccco1)N(CCc1ccccc1)Cc1cc2ccc(OC)cc2[nH]c1=O (stereo not drawn)	i	14	i	i	i	i	-20	i	-0.5	i	i
COc1ccc(CNC(=O)COC(=O)c2ccc(F)c(S(=O)(=O)N3CCCCC3)c2)cc1OC	i	-8	i	i	i	i	-3	i	0.3	i	i
C[C@H]1CCC[C@@]2(O[C@H](CCO)C[C@@H](O)[C@@H]2O)O1	i	0	i	i	i	i	-7	i	-0.5	i	i
Oc1ccccc1/C=N/Nc1cc(N2CCCC2)nc(N2CCCC2)n1	i	16	i	i	i	i	-2	i	0.2	-5.2*	i
COc1ccc(/C=C/C(=O)NC(=S)Nc2ccc(C(=O)O)cc2)cc1	i	2	i	i	i	i	-12	i	0.0	i	i
O=C(Cc1c(Cl)cccc1Cl)Nc1cccc(S(=O)(=O)N2CCOCC2)c1	i	-7	i	i	i	i	10	i	-0.3	i	i
O=C(NCCOC(=O)c1ccncc1)c1ccccc1	i	2	i	i	i	i	-4	i	0.1	i	i
Cn1nc(-c2ccc(C(=O)NCC3CCCO3)cc2)c2ccccc2c1=O (stereo not drawn)	i	-2	i	i	i	i	7	i	-18	i	i
COc1ccc(C)cc1NC(=O)NCc1ccccc1F	i	8	i	i	i	i	-2	i	0.4	i	i
OCC1(Cc2cccc(F)c2)CCN(Cc2cccc3nccnc23)CC1	i	10	i	i	i	i	-6	i	0.1	i	i
Cc1cccn2c(=O)c(/C=C(\C#N)C(=O)NCc3ccco3)c(N3CCC(C(N)=O)CC3)nc12	i	3	i	i	i	i	16	i	0.2	i	i
CC(C)Cc1nnc(NC(=O)CCC(=O)Nc2ccc(Cl)cc2)s1	i	-1	i	i	i	i	3	i	0.2	i	i
Cc1c(NC(=O)C(C)OC(=O)c2cccc(S(=O)(=O)N(C)C)c2)c(=O)n(-c2ccccc2)n1C (stereo not drawn)	i	-7	i	i	i	i	6	i	-0.5	i	i
Cc1cccc(OCCCC(=O)Nc2ccc(S(=O)(=O)Nc3onc(C)c3C)cc2)c1C	i	13	i	i	i	i	6	i	-0.1	i	i
CC(C)NC(=O)NC(=O)COC(=O)c1ccc(S(=O)(=O)Nc2ccccc2)cc1	i	14	i	i	i	i	-12	i	-0.2	i	i
O=[N+]([O-])c1cccc(-c2nc(NCc3ccccc3)c3ccccc3n2)c1	i	17	i	i	i	i	4	i	-0.4	i	i
CCOC(=O)c1ccc(N2CCOCC2)c(NS(=O)(=O)c2ccc(F)cc2)c1	i	1	i	i	i	i	-23	i	3.9	i	i
CC1=C(C)CC(C(=O)NCCc2ccc(F)cc2)C(C(=O)O)C1 (stereo not drawn)	i	6	i	i	i	i	-3	i	-0.6	i	i
Cc1c(Cl)cccc1NC(=S)N1CCCN(Cc2ccccc2F)C1	i	7	i	i	i	i	0	i	-0.1	i	i
CCOC(=O)C1C(=O)NC(c2ccccc2)=NC1c1ccc(OC)cc1 (stereo not drawn)	i	-2	i	12*	i	i	2	i	-0.2	i	i
CCOc1ccccc1CN1CCNC(=O)C1CC(=O)NC1CCCCCC1 (stereo not drawn)	i	-7	i	i	i	i	-10	i	-0.4	i	i
COc1ccc(N(C(=O)c2cnccn2)C(C(=O)NC2CCCCC2)c2cc(OC)c(OC)c(OC)c2)cc1 (stereo not drawn)	i	-6	i	i	i	i	-5	i	0.9	i	i
CCN1CCN(c2nc(-c3ccncc3)nc3ccccc23)CC1	i	10	i	i	i	i	6	i	0.8	i	i
O=C(c1cccnc1)C1CCCN(Cc2nc(Cc3ccccc3F)no2)C1 (stereo not drawn)	i	1	i	i	i	i	-1	i	0.1	i	i
CCN(CC)C(=O)C[n+]1cccc(C(N)=O)c1	i	-1	i	i	i	i	-2	i	-0.3	i	i
COc1cc(C(CC(=O)N2CCOCC2)c2c(OC)cc(OC)c3ccc(=O)oc23)cc(OC)c1OC (stereo not drawn)	i	1	i	i	i	i	-11	i	-0.4	i	i
COCCN(C(=O)COC(=O)Cc1coc2cc(C)ccc12)c1c(N)n(Cc2ccccc2)c(=O)[nH]c1=O	i	-1	i	i	i	i	5	i	-1.1	i	i
O=C(Nc1ccc(NC(=O)c2cccnc2Cl)cc1)c1cccc(Cl)c1	i	2	i	i	i	i	1	i	4.8	i	i
O=C(Nc1cccnc1Cl)c1cc(-c2ccc(F)cc2)on1	i	-5	i	i	i	i	14	i	0.7	i	i
COc1ccc(CN(C(=O)c2oc3cc(C)ccc3c2C)C2CCS(=O)(=O)C2)cc1OC (stereo not drawn)	i	-4	i	i	i	i	6	i	-0.2	i	i
O=C(CN1CCCC1)OCCCc1ccccc1	i	-2	i	i	i	i	2	i	-0.3	i	i
CCc1cccc(C)c1NC(=S)N(Cc1cccnc1)Cc1ccco1	i	4	i	i	i	i	10	i	-1.0	i	i
Cc1ccc(SCC(=O)NC2CC2)cc1	i	1	i	i	i	i	2	i	0.3	i	i
O=C(NCc1ccc2c(c1)OCO2)c1c(F)c(F)c(F)c(F)c1F	i	4	i	i	i	i	-1	i	-25	i	i
CCC(C)NC(=O)C1(C)CCC(=O)N1Cc1ccccc1OC (stereo not drawn)	i	-10	i	i	i	i	-2	i	0.2	i	i
O=c1cc(CN2CCN(Cc3ccccc3)CC2)c2cc(O)ccc2o1	i	-3	i	i	i	i	1	i	-18	i	i
Cc1nnc(SCc2c(Cl)cccc2[N+](=O)[O-])s1	i	1	i	i	i	i	0	i	-0.1	i	i
O=C(Nc1ccccc1C(F)(F)F)N1CCN(c2ccc3nnc(-c4ccc(F)cc4)n3n2)CC1	i	8	i	i	i	i	1	i	-0.8	i	i
CCOc1ccccc1C(=O)NCC(=O)OCC(=O)N1C(C)CCCC1C (stereo not drawn)	i	6	i	i	i	i	.	i	-0.2	i	i
O=C(NCc1cccc(Cl)c1)C1CCC(=O)N(CC2CCCCC2)C1 (stereo not drawn)	i	-3	i	i	i	i	-11	i	-0.1	i	i
Cn1nnnc1SC1CC(=O)N(c2ccccc2)C1=O (stereo not drawn)	i	18	i	i	i	i	-3	i	-0.8	i	i
COc1ccc(NC(=O)CSC2CC(=O)N(c3ccc4c(c3)OCCO4)C2=O)cc1 (stereo not drawn)	i	0	i	i	i	i	6	i	-0.4	i	i
CN(C)/C=C(\C#N)C(=O)Nc1ccc(O)cc1F	i	2	i	i	i	i	7	i	0.2	i	i
COc1ccccc1C(=O)C1CCCN(Cc2ccc(Oc3ncccn3)cc2)C1 (stereo not drawn)	i	5	i	i	i	i	-3	i	0.0	i	i

(more compounds)
SMILES	MrgX1 agonist	SKKanGAS inh	TRPC4 inh	MrgX1 allo act	RGS4 pot	TRPC6 activator	Platelet DG rel	RGS4 inh	HIF act	TRPC6 inh	MrgX1 antagonist
COc1ccc([C@@H]2[C@@H]3C(=O)N(C(C)(C)C)C(=O)[C@@H]3[C@]3(C)C(=O)N(c4cccc(Br)c4)C(=O)N23)cc1	i	1	i	i	i	i	-2	i	1.1	i	i
CCc1ccc2c(COC(=O)CNS(=O)(=O)c3ccc(NC(C)=O)cc3)cc(=O)oc2c1	i	1	i	i	i	i	3	i	1.7	i	i
Cc1ccc(CNc2cnccn2)cc1	i	3	.	i	i	i	4	i	0.9	i	-6.1*
CC(C)Oc1ccccc1C1(c2ccccc2)NC(=O)NC1=O (stereo not drawn)	i	0	i	i	i	i	-10	i	0.7	i	i
COc1ccc(CNC(=S)NCc2ccc(F)cc2)cc1OC	i	2	i	i	i	i	3	i	0.3	i	i
CCOC(=O)N1CCC(N2CCN(S(=O)(=O)CC)CC2)CC1	i	0	i	i	i	i	-2	i	0.1	i	i
CC(C)[C@@H](N)C(=O)N/N=C/c1ccc2ncccc2c1	i	-1	i	i	i	i	-4	i	0.9	i	i
COCCn1c(SCC(=O)Nc2cccc(F)c2)nc2c([nH]c3ccccc32)c1=O	i	-2	i	i	i	i	8	i	-0.3	i	i
Fc1ccc(CNC(=S)Nc2cccc(C(F)(F)F)c2)cc1	i	5	i	i	i	i	-1	i	-0.3	i	i
C/C(=N\Nc1ccc(C)c(Cl)c1)c1cccnc1	i	5	i	i	i	i	5	i	1.0	i	i
COC(=O)c1ccc(NC(=O)CSc2ccccn2)cc1	i	-1	i	i	i	i	3	i	0.5	i	i
Cc1nn(-c2ccccc2[N+](=O)[O-])c(=O)c2ccccc12	i	-2	i	i	i	i	5	i	0.1	i	i
COc1cccc(OCC(O)CN2C(C)CCCC2C)c1 (stereo not drawn)	i	2	i	i	i	i	-2	i	0.4	i	i
COc1ccc(S(=O)(=O)Nc2cccc(/C=C/C(=O)O)c2)cc1	i	8	i	i	i	i	2	i	-0.3	i	i
COc1ccccc1C(=O)Nc1ccc(C)cc1C(=O)c1ccccc1	i	4	i	i	i	i	2	i	-0.6	i	i
CC(=O)c1cc(C(=O)c2ccccc2)sc1Nc1ccccc1	i	-16	i	i	i	i	3	i	.	i	i

MrgX1 antagonist: entries above that show a hit
| SMILES | TRPC4 inh | TRPC6 activator | Platelet DG rel | RGS4 inh | MrgX1 antagonist |
| --- | --- | --- | --- | --- | --- |
| Cc1ccc(CNc2cnccn2)cc1 | . | i | 4 | i | -6.1* |

Bioassay records deposited in PubChem BioAssay by several laboratories.
